Screens as filed in PubChem BioAssay.
TbREL1 primary = TbREL1 inhibition, primary screen. P86926. TbREL1 RNA ligation, FRET fluorescence. inhibition, % at 9.66 µM. 0.49% of 89,000 active;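 active means inhibition above the mean inhibition across all screened compounds plus 3 SD, cut at about 11% in these data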;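 further: 0% = plate median of test wells and 100% = NSC42067 control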
Target sequence (P86926 whole entry, looked up): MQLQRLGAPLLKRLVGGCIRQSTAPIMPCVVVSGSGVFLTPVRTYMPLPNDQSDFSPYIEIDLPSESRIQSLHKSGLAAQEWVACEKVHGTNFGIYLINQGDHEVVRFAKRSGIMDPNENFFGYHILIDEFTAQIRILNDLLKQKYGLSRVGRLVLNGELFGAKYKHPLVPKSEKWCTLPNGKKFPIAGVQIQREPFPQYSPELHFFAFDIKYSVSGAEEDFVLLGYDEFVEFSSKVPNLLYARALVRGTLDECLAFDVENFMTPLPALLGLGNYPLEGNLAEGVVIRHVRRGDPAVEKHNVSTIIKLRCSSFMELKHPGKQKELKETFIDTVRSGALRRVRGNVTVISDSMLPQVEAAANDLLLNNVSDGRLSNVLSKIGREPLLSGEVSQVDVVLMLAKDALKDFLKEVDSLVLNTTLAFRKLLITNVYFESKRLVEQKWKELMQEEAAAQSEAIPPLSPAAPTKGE
The depositor's hits bear a star. Not all compounds are listed; rates above refer to the full screens.

SMILES	TbREL1 primary
COc1ccc2nc(-c3ccc(Cl)cc3)cc(C(=O)O)c2c1	0
COc1ccc(N2CCN(C(=O)NC3CCCCC3)CC2)cc1	-4
COc1ccc2nc(N/C(=N/S(=O)(=O)c3cccs3)c3ccccc3Cl)sc2c1	7
CN(C)CCN(Cc1ccco1)S(=O)(=O)c1csc(C(N)=O)c1	5
CC(C)Oc1ccc(CNC(=O)c2ccc3nc(N4CCOCC4)sc3c2)cc1	2
COc1cc(S(=O)(=O)n2nnc3ccccc32)c(OC)cc1Cl	2
O=C(O)C1CCCCC1C(=O)Nc1cc(Cl)ccc1Cl (stereo unspecified)	3
O=C(CC(c1ccco1)C1CCCCC1=O)c1ccco1 (stereo unspecified)	0
Cc1nn(C)c(C)c1NS(=O)(=O)c1ccc(N2CCCC2=O)cc1	1
O=C1CC(CSc2ccc(Cl)cc2)=NN1	-4

In the list so far, these contain a carbonyl joined to an NH by a bond outside any ring.
SMILES	TbREL1 primary
COc1ccc(N2CCN(C(=O)NC3CCCCC3)CC2)cc1	-4
CN(C)CCN(Cc1ccco1)S(=O)(=O)c1csc(C(N)=O)c1	5
CC(C)Oc1ccc(CNC(=O)c2ccc3nc(N4CCOCC4)sc3c2)cc1	2
O=C(O)C1CCCCC1C(=O)Nc1cc(Cl)ccc1Cl (stereo unspecified)	3

Next section:
SMILES	TbREL1 primary
CCOc1ccccc1N(C(=O)c1snc(C(N)=O)c1N)C(C(=O)NC1CCCC1)c1ccco1 (stereo unspecified)	-2
COc1ccc(N(CC(=O)NC2CCCC2)C(=O)Cn2nnc(-c3ccc(C)cc3)n2)cc1	-1
CCCCN1C(Nc2ccccc2)=NC[C@@H]1Cc1ccccc1	2
COCc1cc(N2CCN(C(=O)OC(C)(C)C)C[C@H]2C)ccc1N1CC[C@@H](O)C1	-3
O=S(=O)(c1cccc(-c2n[nH]c(=S)n2-c2cccc(C(F)(F)F)c2)c1)N1CCOCC1	-7
Cc1scc(C(=O)N/N=C/c2ccc(OCC(C)C)cc2)c1C	2
COc1ccc(O)c(/C=N/NC(=O)c2cc(=O)[nH]c3ccccc23)c1	6
CCOc1ccc(N2C(=O)/C(=C\c3ccc(O)c(OC)c3)S(=O)(=O)C2c2cccc([N+](=O)[O-])c2)cc1 (stereo unspecified)	-3
Clc1nssc1=Nc1ccc(Br)cc1	-1
COc1ccc(C(=O)N2CCN(c3ccccc3OC)CC2)cc1	-8

An excerpt from above in order of count of non-hydrogen atoms, largest number first:
SMILES	TbREL1 primary
COc1ccc(N(CC(=O)NC2CCCC2)C(=O)Cn2nnc(-c3ccc(C)cc3)n2)cc1	-1
O=S(=O)(c1cccc(-c2n[nH]c(=S)n2-c2cccc(C(F)(F)F)c2)c1)N1CCOCC1	-7
COc1ccc(O)c(/C=N/NC(=O)c2cc(=O)[nH]c3ccccc23)c1	6

Remaining list, next part
SMILES	TbREL1 primary
Cn1c2ccccc2c2c(C(=O)O)cn(C3CCCC3)c(=O)c21	3
CSc1nc(C)cc(Oc2ccc(=O)n(C)n2)n1	-3
Cc1cc(NC(=NC2CC2)c2ccccc2)n(-c2ccccc2)n1	1
C[C@@]12C(=O)Nc3cc(Cl)ccc3C(=O)N1[C@H]1c3cc(Br)ccc3OC[C@@H]1[C@@H]2c1ccccc1	3
CCOc1ccc(-c2csc(NC(=O)CSCC(=O)O)n2)c2ccccc12	0
Cc1ccc(C(=O)Nc2nc(=O)n(C)s2)cc1	1
CCCCNC(=O)C1CCN(C(=O)Nc2ccc(C)cc2)CC1	-1
CCN1C(=S)SC(=O)C1=C1C=C(C)N(Cc2ccco2)C(C)=C1	-5
Cc1cc(C(=O)N(C)CC2CCCN(CCc3ccc(F)cc3)C2)c(C)o1 (stereo unspecified)	1
COc1cccc(N(C(=O)c2csnn2)C(C(=O)NC2CCCC2)c2ccccc2)c1 (stereo unspecified)	-2
COc1ccc(-c2nc(CSCC(=O)N3CCN(C4CCCCC4)CC3)c(C)o2)cc1OC	-4
COc1ccc(-c2cc3ncnc(Cl)c3s2)cc1	0
Cc1ccc(CNCCC2=CCCCC2)cc1	11*
CC(=O)Nc1ccc(CN2C(=O)C(Cc3ccccc3)ON=C2c2ncccc2C)cc1 (stereo unspecified)	0
COc1ccc(N=C2SC(CC(=O)Nc3ccccc3)C(=O)N2Cc2ccco2)cc1 (stereo unspecified)	0
COc1ccc2c(C(=O)NCCCCO)c(-c3ccc(S(C)(=O)=O)cc3)sc2c1	-2
O=C(CN(c1ccc(F)cc1)S(=O)(=O)c1ccccc1)NC1CC2CCC1C2 (stereo unspecified)	-2
O=C(Nc1ccc2c(c1)OCCO2)C1CCCN1S(=O)(=O)c1cccc2cccnc12 (stereo unspecified)	3
NC(=O)CC(NC(=O)Cc1ccc(Br)cc1)c1ccc(N2CCCCCCC2)c([N+](=O)[O-])c1 (stereo unspecified)	0
CNC(=O)OC1CC2CC1[C@H]1CCCCN1C2=O (stereo partly specified)	6
CN1CCCN(S(=O)(=O)c2ccc(Cl)c(Cl)c2)CC1	2
CN(CC(=O)Nc1ccc(F)cc1)C(=O)CCc1ccccc1	-1
O=C(CCN1C(=O)/C(=C\c2ccc(F)cc2)SC1=S)Nc1ccccc1	1
CC(=O)N1Cc2ccccc2CC1C(=O)NCc1ccccc1F (stereo unspecified)	-2
COC(=O)c1ccc(Cn2cc([N+](=O)[O-])cn2)cc1	3
COc1c(O)cccc1[C@@H](O)C1CCN(CCc2ccc(F)cc2)CC1	3
O=C(Nc1sc2c(c1C(=O)NCc1ccco1)CCCC2)c1ccc2c(c1)OCO2	-1
CC(C)c1nnc(NC(=O)C2CCCO2)s1 (stereo unspecified)	-1
COc1ccc(S(=O)(=O)Nc2cc3c(C(C)=O)c(C)oc3c3ccccc23)cc1	-3
COc1cc2nc(SCc3ccc(F)cc3)n(Cc3cccs3)c(=N)c2cc1OC	0
COc1ccc(C(=S)NCS(=O)(=O)c2ccc(C)cc2)cc1	-3
COc1cccc(CNC(=O)C23CN(Cc4ccccc4)CC2C(c2ccc([N+](=O)[O-])cc2)=NO3)c1 (stereo unspecified)	0
COc1ccc2[nH]c(=O)c(CN(Cc3cccnc3)S(=O)(=O)c3ccccc3F)cc2c1	-4
COc1ccccc1S(=O)(=O)N1CCn2cccc2C1C (stereo unspecified)	-5
CC(C)N(CCNC(=O)c1ccc(CS(=O)(=O)c2c(Cl)cccc2Cl)o1)Cc1ccccc1	-2
COc1ccc(C(=O)N/N=C/c2ccc(N3CCOCC3)s2)cc1OC	-4
Cc1c(C(=O)O)sc2nc(CSc3nnc(-c4ccc(F)cc4)n3C)[nH]c(=O)c12	1
CN(CC(=O)c1c(N)n(C)c(=O)n(C)c1=O)c1ccccc1	-3
CC(C)Cc1cc(C(=O)O)n[nH]1	2
Cc1nc(CNC(=O)c2cc(COc3ccc(F)cc3Cl)on2)cs1	0
COc1ccc(F)cc1COc1nc(C)nc2ccccc12	-2
O=C(NCc1cccs1)C1CCCN(S(=O)(=O)c2ccccc2)C1 (stereo unspecified)	4
Cc1ccc(C(=O)N2CCC3(CC2)Oc2ccc(F)cc2C(=O)C32CC(c3cccnc3)=NO2)s1 (stereo unspecified)	-2
O=C(Nc1ccccc1)N1CCN(c2ccccc2)CC1	-3
Cc1ccc(-n2nc(C)c(NC(=O)CCl)c2C)cc1C	-1
CCn1c2ccc(C)cc2c2n[nH]c(=S)nc21	-6
O=C1CSc2ccc(C(=O)NCc3ccccn3)cc2N1	5
COC(=O)c1sccc1NC(=S)Nc1cc(OC)ccc1OC	-1
CCN1C(=O)[C@H]2[C@@H](c3ccc(OC)cc3)N3C(=O)CN(CCOC)C(=O)[C@@]3(Cc3ccccc3)[C@H]2C1=O	3
CCn1c(-c2cccn(Cc3ccccc3)c2=O)n[nH]c1=S	-4
The list continues:
SMILES	TbREL1 primary
O=C1CN(S(=O)(=O)c2cc(C(F)(F)F)ccc2Cl)CCN1	0
O=C(COC(=O)c1ccccc1O)NNC(=O)c1ccc(Br)cc1	2
O=C(CCc1ccc(O)cc1)NNC(=S)NCCc1ccccc1	-2
COc1cccc(/C=C/C(=O)OCC(=O)NC(=O)NC2CCCCC2)c1	0
Cc1ccc(C(=O)OCC(=O)Nc2ccc(Cl)cn2)cc1S(=O)(=O)N1CCOCC1	1
O=C(CN1CCN(S(=O)(=O)c2ccccc2)CC1)Nc1ccc(N2CCOCC2)cc1	-3
CN(C)/C=C/C(=O)c1ccc(S(=O)(=O)c2ccccc2)cc1	2
C[C@@H]1COc2cccc(N3CCSCC3)c2S(=O)(=O)N1	-1
Cc1ccc(C)c(S(=O)(=O)N2CCC(c3nc4c(nnn4Cc4ccc(F)cc4)c(=O)[nH]3)CC2)c1	9
O=C(CSc1nnc(COc2ccccc2)n1-c1ccccc1)Nc1ccc2c(c1)OCCO2	-3
COc1ccc(NC(=O)C2Cc3c(-c4cccc(C(N)=O)c4)ccnc3O2)cn1 (stereo unspecified)	0
C[N+]1(CCOS(=O)C23CC4CC(CC(C4)C2)C3)CCOCC1 (stereo unspecified)	-5
COc1ccc(OCc2n[nH]c(=S)o2)cc1	-1
COc1ccc(C(C(=O)NCC2CCCO2)N(C(=O)Cn2nnc3ccccc32)c2ccc(NC(C)=O)cc2)c(OC)c1 (stereo unspecified)	-3
Cc1cccc(N(CC(O)CON=C2c3ccccc3-c3ccccc32)S(C)(=O)=O)c1 (stereo unspecified)	-5
CCN(CC(=O)NCc1cccs1)CC(=O)Nc1cccc(S(N)(=O)=O)c1	1
COc1ccc(-c2cc(C(=O)NCC(C)C)no2)cc1	0
Cc1ccc(CNC(=O)C(=O)NCC2OCCN2S(=O)(=O)c2ccc(Br)cc2)cc1 (stereo unspecified)	1
Cc1csc(N(C(=O)Cc2ccccc2F)c2ccccc2)n1	2
O=C(O)CCC(=O)N1CCN(S(=O)(=O)c2ccc3ccccc3c2)CC1	0

6 entries picked at random from the list so far:
SMILES	TbREL1 primary
Cc1c(C(=O)O)sc2nc(CSc3nnc(-c4ccc(F)cc4)n3C)[nH]c(=O)c12	1
O=S(=O)(c1cccc(-c2n[nH]c(=S)n2-c2cccc(C(F)(F)F)c2)c1)N1CCOCC1	-7
O=C(CCc1ccc(O)cc1)NNC(=S)NCCc1ccccc1	-2
CC(C)c1nnc(NC(=O)C2CCCO2)s1 (stereo unspecified)	-1
COc1cc(S(=O)(=O)n2nnc3ccccc32)c(OC)cc1Cl	2
Cc1ccc(CNC(=O)C(=O)NCC2OCCN2S(=O)(=O)c2ccc(Br)cc2)cc1 (stereo unspecified)	1

The results go on.
SMILES	TbREL1 primary
COc1ccc(C(c2nnnn2C2CCCC2)N2CCC(C)CC2)cc1 (stereo unspecified)	-5
O=C(CNC(=S)N(CCCN1CCOCC1)Cc1cccs1)NC1CCCCCCC1	-4
Cc1cc(N2CCC[C@@H]2C)nc2ccccc12	4
CCCCn1c(N)c(N(CC(C)C)C(=O)c2cc(S(=O)(=O)N3CCCCC3)ccc2C)c(=O)[nH]c1=O	-2
O=C(NCc1cccc(OC(F)(F)F)c1)c1cccc2c1C(=O)c1ccc(-c3ccc(F)cc3OCc3ccccc3)cc1S2(=O)=O	4
Cc1ccc(NC(=O)/C(Cl)=C/c2ccccc2)cc1C	4
CN1CCCCC(NC(=O)c2cccs2)C1=O (stereo unspecified)	2
Cc1ccc(-c2nnc(SCC(=O)Nc3ccc(-c4nc5ccc(C)cc5s4)cc3)n2Cc2ccco2)cc1	0
Nc1cc(Cl)ccc1C(=O)OCC(=O)NCc1cccs1	2
CCCCN(CC)C(=S)Nc1ccc2nc3n(c(=O)c2c1)CCCCC3	-5
O=C(c1cc(Cl)nc2ccccc12)N1CCN(S(=O)(=O)c2ccccc2[N+](=O)[O-])CC1	-1
O=C1CCCN1c1ccc(S(=O)(=O)NCc2ccc(F)cc2)cc1	1
CCN(CC(=O)Nc1ccc(NC(C)=O)cc1)C(=O)CN1C(=O)NC(C)(c2ccc3ccccc3c2)C1=O (stereo unspecified)	-1
Cc1ccc(C2=N/C(=C\c3ccc(F)cc3)C(=O)N2)cc1	8
COc1ccc(CCNC(=O)CSc2ccc3nnc(CCNC(=O)c4ccc(C)cc4)n3n2)cc1OC	4
CN(C(=O)c1coc(=O)c2ccccc12)c1ccccc1Cl	2
Cc1csc2sc(-c3ccnc(SCC(=O)NCc4ccccc4)n3)c(C)c12	-1
Cc1nc(NC(=S)NC(=O)c2ccco2)sc1C(=O)N(C)C	-4
COc1ccc(NC(=O)CSc2nc(N)c3cc4c(nc3n2)CCCC4)c(OC)c1	3
Cc1cc2c(cc1C)/C(=C\C(N)=O)NC(C)(C)C2	-3
COc1ccc2nc(Nc3nc(CSc4nnnn4-c4ccccc4)cc(=O)[nH]3)nc(C)c2c1	-3
Cc1ccc(F)c(Oc2cc(NN3CCCCC3)c([N+](=O)[O-])cc2[N+](=O)[O-])c1	3
O=C1CCCC2=C1C(c1ccsc1)CC(=O)N2c1ccccc1F (stereo unspecified)	-1
CC(OC(=O)c1cc2sccc2n1C)C(=O)NCc1ccc(F)cc1 (stereo unspecified)	0
Cc1[nH]c2ccccc2c1/C=N/Nc1nncn1N	0
OC(CNc1nc(C(F)(F)F)nc2ccccc12)c1ccccc1 (stereo unspecified)	-1
COC(=O)CCCC[C@@H]1O[C@H](CCc2ccccc2)Cc2[nH][nH]c(=O)c21	-5
CCOc1ccc(NC(=O)CN2C(=O)NC(CCc3ccccc3)C2=O)cc1OCC (stereo unspecified)	-4
COc1cc(C(=O)NC(=S)Nc2nc(-c3ccc(F)cc3)cs2)cc(OC)c1OC	5
COc1ccc([N+](=O)[O-])cc1N(CC(=O)N1CCCCC1)S(C)(=O)=O	2

Shown as a hit in TbREL1 primary, among the entries above:
SMILES	TbREL1 primary
Cc1ccc(CNCCC2=CCCCC2)cc1	11*

Continued.
SMILES	TbREL1 primary
CCCc1cc(=O)oc2cc(OCC(=O)Nc3ccc4c(c3)OCCO4)ccc12	0
CCCCC(CC)C(=O)Nc1ccc(Cl)cn1 (stereo unspecified)	1
COc1ccc2nc(N3C(=O)C(O)=C(C(=O)c4ccco4)C3c3ccco3)sc2c1 (stereo unspecified)	5
Cc1ccnc(NC(=O)Cn2c(=O)oc3cc(S(=O)(=O)N4CCCC4)ccc32)c1	-2
Cc1cc(N2CCN(C(=O)c3ccco3)CC2)n2ncc(-c3ccccc3)c2n1	-1
CCOC(=O)CN1C(=O)N[C@@H](c2cccc(F)c2)C(C(=O)OC)=C1C	-1
